Pol eta inh = qHTS for Inhibitors of Polymerase Eta | DNA polymerase eta (Homo sapiens), Q9Y253 | recombinant Pol eta, fluorescent DNA replication assay | Potency, µM (titrated, usually from 114 µM), without a hit: at the top dose activity change, negative = inhibition, hits mostly inhibitors | actives 1.2% (n = 390,000); further: potency means the concentration at half of the fitted maximal effect; on the % scale 0 is the no-effect control and ±100 the full control effect
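Pol eta (10 nM) was preincubated with compounds for 15 min at room temperature, after which fluorescent replication substrate (50 nM final) was added to start the reaction. Fluorescence was read kinetically at 0 and 10 min.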
APEX1 inh = qHTS Assay for Inhibitors of the Human Apurinic/apyrimidinic Endonuclease 1 (APE1); actives 0.35% (n = 350,000); Potency, µM (highest dose often 65.8 µM), without a hit: top-dose activity change, negative = inhibition, usual class: inhibitors; recombinant APE1, TAMRA/BHQ-2 abasic DNA cleavage fluorescence; DNA repair nuclease/redox regulator APEX1 (Homo sapiens), P27695;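 further: potency means the concentration at half of the fitted maximal effect; plate controls were vehicle for no effect and reference inhibitor for full effect; nearly all actives have a fitted effect of over 55% in size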
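0.75 nM APE1 + cpd, 15 min RT; start w/ 50 nM TAMRA/BHQ-2 THF-abasic dsDNA; kinetic fluor 525/598 nm ×3 reads @60 s; Δ(read3−read1); normalized to DMSO and NSC13755 control wells.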
Apoferritin bind = qHTS Assay for Identification of Novel General Anesthetics; Ferritin light chain (Equus caballus), P02791; apoferritin/1-aminoanthracene competitive binding, fluorescence; Potency, µM (top dose mostly 77.5 µM), inactives show top-dose activity change, negative = displacement, actives largely listed as inhibitors; actives 0.074% (n = 350,000); further: potency means the concentration at half of the fitted maximal effect; on the % scale 0 is the no-effect control and ±100 the full control effect; nearly all actives have a fitted effect of over 20% in size
Target sequence (P02791 2-175 limits assumed): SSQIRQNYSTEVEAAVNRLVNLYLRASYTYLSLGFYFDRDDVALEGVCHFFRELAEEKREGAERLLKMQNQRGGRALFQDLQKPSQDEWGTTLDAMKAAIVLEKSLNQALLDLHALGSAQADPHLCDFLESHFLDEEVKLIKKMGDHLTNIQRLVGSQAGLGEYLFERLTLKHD
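Horse-spleen apoferritin (10 uM) in 50% saturated 1-aminoanthracene in PBS was incubated 10 min at room temperature with compound. Fluorescence (ex 380, em 535 nm) was normalized to free and bound 1-AMA, with concentration-response fitted by a four-parameter Hill equation.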
BLM inh = qHTS Assay for Inhibitors of Bloom's syndrome helicase (BLM) | recombinant BLM DNA unwinding, fluorescence dequenching | Potency, µM (doses to about 56.1 µM), for the others: top-dose activity change, negative = inhibition, actives largely listed as inhibitors | actives 0.2% (n = 350,000) | AID 2528, 2010;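 further: potency means the concentration at half of the fitted maximal effect; plate controls were vehicle for no effect and no enzyme for full effect; nearly all actives have a fitted effect of over 35% in size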
Tb PGK inh = qHTS Assay to Find Inhibitors of Phosphoglycerate Kinase; Phosphoglycerate kinase, glycosomal (Trypanosoma brucei brucei), P07378; PGK/GAPDH coupled, Kinase-Glo luminescence, 60 min; Potency, µM (doses to about 57.5 µM), for the others: at the highest dose activity change, negative = inhibition, actives largely listed as inhibitors; actives 0.043% (n = 380,000); AID 602233, 2012; further: potency means the concentration at half of the fitted maximal effect; on the % scale 0 is the no-effect control and ±100 the full control effect; nearly all actives have a fitted effect of over 60% in size
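Luminescent ATP detection (Kinase-Glo Plus) follows a 60-minute room-temperature incubation, with wells lacking PGK as controls. Buffer: 100 mM TEA (pH 7.6), 5 mM MgCl2, 0.01% Tween-20. Coupling enzyme GAPDH (100 nM final) supplies unstable 1,3-BPG in-well.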
POLI inh = qHTS for Inhibitors of Polymerase Iota. DNA polymerase iota (Homo sapiens), Q9UNA4. Pol iota fluorescent replication assay, 10 min. Potency, µM (highest dose often 115 µM), for the others: at the highest dose activity, negative = inhibition, most hits filed as inhibitors. actives 1% (n = 390,000). AID 588590, 2011; further: potency means the concentration at half of the fitted maximal effect
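Fluorescent replication assay read twice, at 0 min and 10 min after adding 50 nM (final) substrate. Enzyme (10 nM) and compounds were first incubated 15 min at room temperature; enzyme-free buffer wells were negative controls.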
POLK inh = qHTS for Inhibitors of Polymerase Kappa | actives 0.53% (n = 400,000) | DNA polymerase kappa (Homo sapiens), Q9UBT6 | purified Pol kappa, fluorescent DNA synthesis assay, 10 min | Potency, µM (doses to about 107 µM), without a hit: at the highest dose activity, negative = inhibition, hits mostly inhibitors; further: potency means the concentration at half of the fitted maximal effect; on the % scale 0 is the no-effect control and ±100 the full control effect
Target sequence (Q9UBT6 whole entry, looked up): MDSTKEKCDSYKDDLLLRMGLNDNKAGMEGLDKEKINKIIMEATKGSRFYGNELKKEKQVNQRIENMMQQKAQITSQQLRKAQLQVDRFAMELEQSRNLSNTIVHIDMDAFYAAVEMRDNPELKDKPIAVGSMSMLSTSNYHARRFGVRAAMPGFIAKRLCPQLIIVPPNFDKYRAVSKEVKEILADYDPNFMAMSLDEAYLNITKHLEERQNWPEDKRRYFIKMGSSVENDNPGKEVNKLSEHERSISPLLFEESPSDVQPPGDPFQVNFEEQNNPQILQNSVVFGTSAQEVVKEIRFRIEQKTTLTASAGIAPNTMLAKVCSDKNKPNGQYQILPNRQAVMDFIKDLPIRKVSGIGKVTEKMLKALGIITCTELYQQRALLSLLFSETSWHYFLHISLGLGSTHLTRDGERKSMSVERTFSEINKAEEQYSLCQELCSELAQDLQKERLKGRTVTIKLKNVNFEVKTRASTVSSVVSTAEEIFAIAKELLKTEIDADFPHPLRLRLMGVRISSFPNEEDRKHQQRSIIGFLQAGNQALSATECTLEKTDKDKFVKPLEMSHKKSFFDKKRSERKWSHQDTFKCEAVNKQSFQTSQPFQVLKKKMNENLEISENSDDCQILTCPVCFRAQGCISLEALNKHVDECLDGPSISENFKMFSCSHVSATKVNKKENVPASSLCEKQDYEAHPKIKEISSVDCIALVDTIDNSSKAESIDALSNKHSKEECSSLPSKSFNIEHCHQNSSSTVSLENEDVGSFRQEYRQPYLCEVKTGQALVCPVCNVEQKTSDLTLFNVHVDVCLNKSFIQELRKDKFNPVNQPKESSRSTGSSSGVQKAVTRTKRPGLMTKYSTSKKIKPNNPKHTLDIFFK
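Readout: fluorescence, taken kinetically at 0 and 10 min. Conditions: 10 nM Pol kappa, 15 min RT compound preincubation, 50 nM substrate final. Controls: enzyme-free buffer wells.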
Pol beta inh = qHTS Assay for Inhibitors of DNA Polymerase Beta; P06746; Pol beta primer extension/strand displacement, fluorescence kinetic; Potency, µM (titrated, usually from 114 µM), for the others: at the top dose activity change, negative = inhibition, hits mostly inhibitors; actives 1.3% (n = 340,000); further: potency means the concentration at half of the fitted maximal effect; on the % scale 0 is the no-effect control and ±100 the full control effect
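Pol beta (10 nM) was preincubated with compound for 15 min at room temperature. The reaction was then started with 50 nM substrate and read immediately and after a further 10 min at room temperature.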
RXFP1 antagonist = qHTS Assay for Antagonists of the Relaxin Receptor RXFP1; Relaxin receptor 1 (Homo sapiens), Q9HBX9; HEK293-RXFP1, relaxin-stimulated cAMP HTRF, 30 min; stronger effect = lower value; activity change, negative = inhibition, % at 57.5 µM; actives 0.59% (n = 350,000); AID 1259400, 2018;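 active means activity change of -60% or lower, but not beyond a set lower limit; inconclusive means change between -60% and -40%, or beyond the set limit; inactive means change above -40%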; further: on the % scale 0 is the no-effect control and ±100 the full control effect
* = called active by the depositor; i = inactive; ? = inconclusive; · = no result given; & = joins results of further samples; [ ] = dose if it differs, or a comment. Unless noted, the call rests on the fitted dose curve; in most records, active means well fitted curve in the direction sought with a large enough effect; inconclusive means small, poorly fitted or top-dose-only effect, or another doubt; inactive means no such curve, though single readings can be large; an effect the other way counts as inactive or inconclusive. An excerpt; count on the stated rates, not on these rows.

SMILES,Pol eta inh,APEX1 inh,Apoferritin bind,BLM inh,Tb PGK inh,POLI inh,POLK inh,Pol beta inh,RXFP1 antagonist
O=C1CN=C(Nc2ccc(Cl)cc2)N1c1ccccc1,-3%,-4%,-12%,0%,0%,-13%,-3%,17%,-3
Cc1ccccc1Cn1c(SCc2ccc(C(=O)NC3CCCC3)cc2)nc2ccncc21,4%,·,-6%,-4%,-6%,2%,11%,2%,-1
c1ccc(-c2cc(-c3ccccc3)n3ncnc3n2)cc1,-13%,0%,-16%,-2%,i,13%,19%,7%,1
CC(C)=Cc1c(O)nc2ccccn2c1=O,-17%,7%,-7%,-3%,i,58%[activator],2%,3%,5
CC(C)OC(=O)CN1CCN(c2ccc(Cl)cc2)CC1,-11%,2%,-3%,-3%,-6%,-12%,-9%,58%,11
CCOC(=O)N1CCN(C(=O)CSCc2ccc(Cl)cc2)CC1,-2%,-3%,1%,-2%,1%,12%,-1%,9%,-12
Cc1ccc(OCC(=O)OCC(=O)N2c3ccccc3CC2C)cc1C (stereo not given),-15%,16%,·,·,11%,?,-18%,·,2
OCCCCNCc1ccc(OCc2ccccc2)cc1,-12%,0%,?,2%,4%,-7%,-12%,1%[57.1 µM],-7
COc1ccc(Cl)cc1NC(=O)C1CCN(c2nnc(C)c3c(C)n(-c4ccccc4)nc23)CC1,12%,·,-13%,-1%,-3%,-15%,7%,1%,5
S=C(Nc1ccccc1Cl)NC1CC2CCCC(C1)N2C1CC1 (stereo not given),-13%,10%,-10%,-5%,-1%,0%,-4%,-1%,-1
O=C(O)c1csc(-c2ccc(Cl)cc2)n1,-3%,18%,-6%,1%,-3%,68%[activator],-5%,20%,4
CC(Oc1ccc(Cl)cc1Cl)C(=O)NNC(=O)C(=O)N1CCCC1 (stereo not given),-14%,25%,-4%,0%,0%,32%[activator],6%,15%,-1
Cc1nc(SC(C)C(=O)c2c(N)n(C)c(=O)n(C)c2=O)c2c(C)c(C)sc2n1 (stereo not given),4%,13%,·,·,i,19%,-7%,·,?
CCC(OC(=O)c1nsc(Cl)c1Cl)C(=O)NCc1cccs1 (stereo not given),3%,12%,-10%,3%,i,20%,7%,-1%,14
Cc1ccccc1NC(=O)CN1C(=O)NC2(CCc3ccccc32)C1=O (stereo not given),-1%,-3%,·,·,i,31%[activator],4%,·,-13
O=C(NCC(=O)N1CCN(c2ccccc2O)CC1)c1ccccc1,-20%,50%,23%,-7%,0%,15%,-2%,-20%,-5
CC(C)(C)NC(=S)NNC(=O)c1ccncc1,-5%,6%,-3%,6%,-5%,80%[activator],-5%,?,4
CCOc1ccc(NS(=O)(=O)c2ccc(C(=O)NCc3ccncc3)cc2)cc1,-10%,0%,·,·,-9%,1%,-6%,·,-2
O=C(c1ccc(Cl)cc1)N1CCC(O)(CSc2ccc(Cl)cc2)CC1,-18%,?,-18%,-12%,5%,4%,-11%,10%,-11
Cc1ccc(NC(=O)CCSc2nnnn2-c2ccc3c(c2)OCO3)cc1C,-13%,0%,-11%,-9%,9%,1%,-12%,0%,-3

3 compounds from above, sorted by molecular weight, lowest first.
SMILES,Pol eta inh,APEX1 inh,Apoferritin bind,BLM inh,Tb PGK inh,POLI inh,POLK inh,Pol beta inh,RXFP1 antagonist
c1ccc(-c2cc(-c3ccccc3)n3ncnc3n2)cc1,-13%,0%,-16%,-2%,i,13%,19%,7%,1
Cc1ccccc1NC(=O)CN1C(=O)NC2(CCc3ccccc32)C1=O (stereo not given),-1%,-3%,·,·,i,31%[activator],4%,·,-13
CC(Oc1ccc(Cl)cc1Cl)C(=O)NNC(=O)C(=O)N1CCCC1 (stereo not given),-14%,25%,-4%,0%,0%,32%[activator],6%,15%,-1

Remaining list, next part.
SMILES,Pol eta inh,APEX1 inh,Apoferritin bind,BLM inh,Tb PGK inh,POLI inh,POLK inh,Pol beta inh,RXFP1 antagonist
CCOC(=O)c1ccccc1N=Cc1c(O)c2ccccc2oc1=O,-8%,-6%,-2%,-6%,0%,-9%,-2%,?,3
O=C(OCC(=O)N1CCc2ccccc2C1)c1ccc(OC(F)F)cc1,-20%,16%,·,·,-2%,3%,-22%,·,8
COc1cc(NC(=O)C2CCCCC2)c(OC)cc1NC(=O)CCC(=O)NCc1ccco1,-10%,-10%,-13%,-4%,-9%,9%,-3%,25%,0
COc1ccc(CNC(=S)Nc2ccc3nc(N4CCOCC4)cc(C)c3c2)cc1,-5%,2%,91%[activator],-11%,i,30%,-2%[60.1 µM],3%,-7
CSc1c(C#N)c(N)nc2sc(C(=O)c3ccc(Cl)c(Cl)c3)c(N)c12,-5%,14%,-5%,-10%,i,-10%,-4%,6%,-11
COc1ccc(NC(=O)c2nc(S(=O)(=O)Cc3cccc(C)c3)ncc2Cl)c(OC)c1,6%,14%,-7%,-2%,-7%,3%,4%,-1%,-1
N=C(N)SCc1ccccc1Cl,-6%,-4%,-17%,-6%,-7%,-8%,-7%,-27%,-2
O=C(Cc1ccc(Nc2nc3ccc(Br)cc3[nH]2)cc1)NCCc1cccs1,-7%,-7%,-18%,-11%,-6%,8%,-14%,-22%,·
Cc1ccc(N2CC(C(=O)NCC3CCCO3)CC2=O)cc1Cl (stereo not given),-11%,1%,-8%,-2%,5%,1%,-8%,-1%,1
O=C(c1cc(C2CC2)on1)N1CCCC(N2CCN(c3cccc(C(F)(F)F)c3)CC2)C1 (stereo not given),-10%,-2%,-8%,-8%,-2%,28%,-9%,20%,-3
CCCNC(=O)Cn1cnc2sc(C(=O)N3CCN(CCC)CC3)c(C)c2c1=O,-11%,0%,1%,-3%,-3%,-9%,-3%,?,-2
COc1ccc(CC(=O)OCC(=O)Nc2cc(Cl)ccc2C)cc1,-9%,24%,·,·,i,24%,-8%,·,-20
CC(=O)Nc1ccc2c(CSc3nncs3)cc(=O)oc2c1,5%,?,30%[activator],-10%,-3%,-9%,-19%,?,-9
O=C(NCCS(=O)(=O)N1CCN(c2ccccc2F)CC1)C1CC(=O)N(c2ccc(F)cc2)C1 (stereo not given),-11%&-6%,23%,1%&28%,-4%&-1%,6%,10%&12%,-8%,20%&10%,0&3
COC(=O)c1cc(N=CC2=C(O)CC(C)(C)CC2=O)cc(C(=O)OC)c1,-8%,-6%,1%,2%,·,19%,-15%,22%,2
Cc1ccc(C(=O)NN=CC(=O)c2ccccc2)c(C)c1,1%,-2%,·,·,-13%,-15%,-2%,·,1
Cc1ccc(CN2CCCn3nc(C(=O)NCc4ccccc4Cl)cc3C2=O)cc1,-8%,·,232%[activator],-1%,-3%,-21%,-13%[60.1 µM],1%,-5
CC1CCN(c2ncnc3c2cnn3Cc2ccc(Cl)cc2)CC1,-21%,-9%,-23%,-10%,i,-14%,-2%,45%,-5
CNc1nc(C)cc(C)c1S(=O)(=O)c1ccc(C)cc1,-15%,2%,-8%,-4%,-4%,13%,-20%,28%,0
Cc1cc(OCC(=O)Nc2cccnc2)c2c(C)c(C)c(=O)oc2c1,-10%,-9%,-1%,0%,-7%,50%[activator],2%,?,7
COc1ccc(NC(=O)CN(C)C(=O)c2cccc(S(=O)(=O)Nc3ccc(OC)cc3)c2)cc1,-15%,-5%,·,·,8%,6%,-13%,·,6
CCOc1ccccc1OCCOc1ccccc1CC,-13%,-5%,-1%,-6%,-7%,9%,-16%,16%,-13
COc1ccc(NC(=O)N(C)C[C@H]2Oc3ccc(NC(=O)Nc4c(C)noc4C)cc3C(=O)N([C@H](C)CO)C[C@H]2C)cc1,-7%,29%,·,·,-8%,-7%,20%,·,·
Cc1ccc(NC(=O)N[C@@H](CC(C)C)C(=O)O)c(C)c1,-8%,1%,4%,4%,-7%,24%,1%,16%,-3
O=C(Cn1ccc([N+](=O)[O-])n1)c1ccccc1,-6%,0%,-6%,-8%,-2%,12%,-3%[60.1 µM],31%,-5
O=C(Nc1ccc(C(=O)O)cc1)/C(=C\C=C\c1ccccc1)NC(=O)c1ccccc1Br,1%,1%,-5%,0%,4%,2%,-9%,17%,-8
CC(Sc1nncn1C)C(=O)Nc1ccc(S(N)(=O)=O)cc1 (stereo not given),23%,2%,-9%,-7%,i,27%,-1%,7%,13
COc1ccccc1N1CCN(C(=O)C2=CC=CN3CCS(=O)(=O)N=C23)CC1,-15%,39%[activator],·,·,-3%,-14%,8%,·,1
COc1ccc(-[n+]2c(C)cc(/C=C3\Sc4ccccc4N3C)cc2C)cc1,-19%,1%,?,76%[activator],7%,24%,-5%[60.1 µM],35µM*,?
Cc1ccc(NC(=S)NC2CCCC2)cc1,-21%,-2%,-11%,-4%,-2%,3%,5%,36%[activator],-9
c1ccc2c(c1)ccc1ccccc12,-4%,26%&5%,·,·,-6%,1%,0%,·,11
CC1(C)CC(=O)c2cc(OCC(=O)N3CCN(c4ccccc4F)CC3)ccc2O1,5%,-1%,31%[activator],-1%,-7%,?,4%[60.1 µM],-10%,-7
COc1ccc(NC(=O)C2CCC2)cc1S(=O)(=O)N1CCOCC1,-15%,?,·,·,-10%,53%[activator],0%,·,4
S=C(Nc1ccccc1Cl)N1CCN(Cc2ccccc2)CC1,-4%,1%,-5%,-5%,-12%,-1%,-4%,2%,21
O=C(C1COc2ccccc2O1)N1CCN(c2nc3ccccc3s2)CC1 (stereo not given),-18%,-5%,-6%,-5%,4%,1%,-2%,6%,-16
CCCCc1nc2sc3c(=O)[nH]cnc3c2c2c1CCCC2,-13%,12%,-7%,-5%,-2%,1%,9%,-14%,3
